IL-1B inflam inh: inflammasome signaling inhibition, IL-1 beta readout; 360,000 tested, 4.7% active; THP-1 LPS/ATP IL-1B secretion, AlphaLISA, 16 h; hits give low values; AID 743279; activity change, % at 57.5 µM; in the data active means activity change below about -50%; inconclusive means mostly about -30% to -49%; further: on the % scale 0 is the no-effect control and ±100 the full control effect
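THP-1 cells pretreated 1 hr with compounds (up to 57.5 uM final), then stimulated with LPS (250 ng/mL final) plus ATP (1.25 mM final); secreted IL-1B measured by AlphaLISA after 16 hr, decreased signal indicating inhibition.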
SW480 rereplic: induces DNA re-replication in SW480 colon adenocarcinoma cells. SW480 DNA re-replication, Hoechst DNA content imaging, 48 h. Potency, µM (top dose mostly 46.1 µM), inactives show at the top dose re-replication activation, hits mostly activators. 340,000 tested, 1.8% active; further: potency means the concentration at half of the fitted maximal effect; % of control where 0% means no effect; nearly all actives have a fitted effect of over 55% in size
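Compounds, transferred as 23 nL by pin tool, were incubated with cells for 48 hr; DNA content per nucleus was then quantified by Hoechst staining and fluorescence plate imaging.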
GLP1R ag: agonists of human GLP-1 receptor | P43220 | HEK293 GLP-1R CRE-luciferase, luminescence, 4-6 h; cells express a hypersensitive GLP-1R form | Potency, µM (series often up to 45.6 µM), for inactives: at the top dose activation, hits mostly activators | 380,000 tested, 0.007% active; further: potency means the concentration at half of the fitted maximal effect; % of control where 0% means no effect
Target sequence (P43220 whole entry, looked up): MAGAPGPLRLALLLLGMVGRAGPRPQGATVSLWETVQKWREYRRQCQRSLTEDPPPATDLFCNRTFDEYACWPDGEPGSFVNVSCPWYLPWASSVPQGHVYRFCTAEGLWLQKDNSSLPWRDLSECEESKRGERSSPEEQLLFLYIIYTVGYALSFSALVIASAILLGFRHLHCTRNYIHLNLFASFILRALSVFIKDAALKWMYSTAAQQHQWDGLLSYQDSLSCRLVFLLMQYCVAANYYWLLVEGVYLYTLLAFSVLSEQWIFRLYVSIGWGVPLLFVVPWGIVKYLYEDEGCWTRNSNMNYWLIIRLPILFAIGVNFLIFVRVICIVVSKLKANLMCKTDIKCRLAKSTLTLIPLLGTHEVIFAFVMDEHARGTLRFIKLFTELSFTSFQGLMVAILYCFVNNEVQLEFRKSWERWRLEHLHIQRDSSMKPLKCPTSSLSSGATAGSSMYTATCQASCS
D3 antag: blocks the human D3 dopamine receptor; P35462; D3R cells, DiscoveRx beta-arrestin luminescence, antagonist mode; hits give low values; max response, negative = inhibition, %; 360,000 tested, 2.5% active; AID 652054; in the data active means max response below about -50%; inconclusive means no clear call, values can overlap the other calls; further: on the % scale 0 is the no-effect control and ±100 the full control effect; mostly tested at two doses, the higher about 12 µM
Target sequence (P35462 whole entry, looked up): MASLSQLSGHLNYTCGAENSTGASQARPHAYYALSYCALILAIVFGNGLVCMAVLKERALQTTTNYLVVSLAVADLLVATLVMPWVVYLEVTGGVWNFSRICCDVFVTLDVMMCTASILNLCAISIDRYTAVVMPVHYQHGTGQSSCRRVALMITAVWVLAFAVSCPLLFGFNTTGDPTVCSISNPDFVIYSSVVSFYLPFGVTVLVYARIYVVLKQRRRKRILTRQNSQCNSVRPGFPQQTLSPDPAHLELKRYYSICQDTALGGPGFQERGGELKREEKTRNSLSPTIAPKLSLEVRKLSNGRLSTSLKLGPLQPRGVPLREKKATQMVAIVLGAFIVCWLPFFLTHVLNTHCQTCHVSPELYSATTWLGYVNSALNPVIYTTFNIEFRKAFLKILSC
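Cells expressing the human receptor were seeded at 1500 cells/well, incubated overnight at 37 degrees C in 5% CO2, then exposed to library compounds with dopamine controls for 90 minutes at 37 degrees C before luminescent detection.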
KB-V1 cytotox: kills drug-selected multidrug resistant KB-V1 cells | KB-V1 MDR cells viability, CellTiter-Glo, 72 h | Potency, µM (series often up to 46.1 µM), without a hit: top-dose activity change, negative = cytotoxicity, actives largely listed as cytotoxic | 400,000 tested, 3.4% active | AID 1347076; further: potency means the concentration at half of the fitted maximal effect; on the % scale 0 is the no-effect control and ±100 the full control effect; nearly all actives have a fitted effect of over 60% in size
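Luminescent ATP read-out (CellTiter-Glo, 10 min) measures survival of drug-selected KB-V1 MDR cells after 72 h, 37 degrees C compound exposure. Medium: phenol-red-free DMEM, 10% FBS. Values from fitted concentration-response curves.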
KB-3-1 tox: kills parental KB-3-1 adenocarcinoma cells | KB-3-1 viability, CellTiter-Glo ATP luminescence, 72 h | Potency, µM (titrated, usually from 46.1 µM), without a hit: top-dose activity change, negative = cytotoxic, usual class: cytotoxic | 400,000 tested, 1.4% active | AID 1347075; further: potency means the concentration at half of the fitted maximal effect; on the % scale 0 is the no-effect control and ±100 the full control effect; nearly all actives have a fitted effect of over 60% in size
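Luminescent ATP read-out (CellTiter-Glo) measures survival of drug-naive KB-3-1 cells after 72 h compound exposure at 37 °C. Titration series was screened from lowest to highest concentration, with DMSO vehicle plates as background controls.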
DRD3 agonist: D3 dopamine receptor (human) agonism; P35462; D3R DiscoveRx beta-arrestin cells, luminescence, 90 min; max activation, %; 410,000 tested, 0.58% active; AID 652048; in the data active means max activation above about 30%; further: 0% is about no effect; mostly tested at two doses, the higher about 12 µM
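Agonist-mode cell screen: cells plated at 1500/well and incubated overnight at 37 °C, then exposed to library compounds for 90 min at 37 °C. Detection reagent was added for 30–60 min at room temperature, and luminescence was read.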
HT1080-NT tox: kills 2HG-producing HT-1080-NT fibrosarcoma cells; HT-1080-NT fibrosarcoma viability, CellTiter-Glo ATP luminescence, 48 h; Potency, µM (highest dose often 46.1 µM), without a hit: at the highest dose activity, negative = less viability, most hits filed as cytotoxic; 360,000 tested, 1.6% active;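 further: NT is the 2HG producing partner of a matched IDH1 knockdown line; potency means the concentration at half of the fitted maximal effect; 0% = DMSO-treated cells and -100% = media-only wells without cells; nearly all actives have a fitted effect of over 55% in size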
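Toxicity toward the 2HG-producing NT line was scored as %Activity, normalised to DMSO and no-cell wells, from CellTiter-Glo luminescence after 48 hours' treatment.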
HT1080 IDH1KD tx: kills HT-1080 cells with IDH1 knockdown. 360,000 tested, 2% active. Potency, µM (doses to about 46.1 µM), inactives show at the top dose activity, negative = toxicity, actives largely listed as cytotoxic. AID 686971. HT-1080 IDH1 knockdown viability, ATP luminescence, 48 h;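 further: potency means the concentration at half of the fitted maximal effect; 0% = DMSO wells and -100% = cell-free medium wells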
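CellTiter-Glo luminescence after 48 h compound exposure at 37 degrees C of IDH1-knockdown HT-1080 cells in 5% FBS RPMI. %Activity scaled between DMSO wells and cell-free media wells, with curves fitted and assigned curve classes.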
An asterisk follows results filed as active; ? = inconclusive; . = not tested or not shown; & = joins results of further samples; [ ] = remark or other dose. Unless noted, the call rests on the fitted dose curve; in most records, active means well fitted curve in the direction sought with a large enough effect; inconclusive means small, poorly fitted or top-dose-only effect, or another doubt; inactive means no such curve, though single readings can be large; an effect the other way counts as inactive or inconclusive.

SMILES	IL-1B inflam inh	SW480 rereplic	GLP1R ag	D3 antag	KB-V1 cytotox	KB-3-1 tox	DRD3 agonist	HT1080-NT tox	HT1080 IDH1KD tx
COc1c(C)cc(C(=O)C2CCCN(C3CCOCC3)C2)cc1C (centres undefined)	34	-6%	6%	-12	-16%	-2%	-23	-1%	-10%
OC(C#CCN1CCOCC1)(c1ccccc1)C1CCCC1 (centres undefined)	-13	0%	7%	?	0%	11%	-14	-1%	1%
O=C(C1CC(=O)N(C2CCCCC2)C1)N1CCC2(CC1)OCCO2 (centres undefined)	16	-4%	-4%	?	0%	2%	-4	16%	16%
CNC(=O)OCCc1nccn1C	16	-1%	-11%	-1	2%	11%	-4	0%	-4%
CNC(=O)Oc1cccc(-c2cn3cc(Cl)ccc3n2)c1	-7	-460%[inhibitor]	0%	18	-10%	-17%	9	-21%	-20%
COc1ccc(C(=O)C2CN(C)CC2c2ccc(Cl)cc2)cc1 (centres undefined)	?	-39%[inhibitor]	7%	-27	-8%	-3%	-27	0%	-11%
C=CC[N+]1(C)CC[C@]23c4c5ccc(O)c4O[C@H]2C(=O)CC[C@@]3(O)[C@H]1C5 (some centres undefined)	3	43%	-3%	32	?	0%	22	5%	6%
CCN1CCN(c2cc(=O)n3ccccc3n2)CC1	34	2%	2%	-23	20%	16%	-12	16%	22%
CCn1ccnc1CN1CCCC(C(=O)c2cccc(C(F)(F)F)c2)C1 (centres undefined)	-28	2%	15%	?	-25%	-11%	-20	-4%	0%
CCC(CC)N1CCN(C(=O)Cc2ccccc2)CC1	36	1%	3%	-16	-14%	-4%	-5	11%	3%
COc1ccc(-c2[nH]ncc2CNC(C)Cc2cccc(C)n2)cc1F (centres undefined)	-1	-3%	10%	2	4%	-14%	-5	1%	5%
N[C@@H](Cc1cc(I)c(O)c(I)c1)C(=O)O	27	-70%[inhibitor]	0%&32%	0	22%	0%	0&10	4%	-1%
CCCNS(=O)(=O)c1ccc(OCC(=O)N2CCN(Cc3ccc4c(c3)OCO4)CC2)c(C)c1	-19	21%	2%	-10	-15%	0%	-4	12µM*	?
O=C(c1cc(F)ccc1F)C1CCCN(Cc2cc(Cl)ccc2O)C1 (centres undefined)	-11	12%	-1%	?	-17%	-12%	-15	-27%	?
CC1(C)CC(CCNCc2ccc3c(c2)OCO3)(Cc2ccccc2)CCO1 (centres undefined)	-96*	?	10%	-24	7%	0%	-11	-2%	-11%
CC(=O)Nc1ccccc1OC(=O)N(C)C	17	1%	25%	33	-3%	-3%	-2	11%	11%
O=C1C(=O)c2cccc3cccc1c23	5	?	0%	-59*	?	16µM*	-18	0%	6%
COc1ccc(-n2c(O)c(/C=C/C=Nc3ccccc3)c(=O)[nH]c2=O)cc1	0	0%	-9%	-4	-6%	10%	2	10%	4%
COc1c(OP2(=S)OCC(C)(C)CO2)cnn(C2CCCCC2)c1=O	-13	.	5%	0	-1%	0%	-11	-3%	-7%
CC1CN(C(=O)c2ccc(S(=O)(=O)Nc3ccccc3F)cc2)CC(C)O1 (centres undefined)	-2	-70%[inhibitor]	1%	-6	5%	-1%	-6	-11%	0%
COc1ccc(CNCC(=O)N2CCC3(CC2)OCCO3)cc1	8	-2%	3%	-8	-22%	-8%	-5	15%	-5%
CCOC(=O)C(O)(c1ccc(NC(=O)c2ccco2)c(OC)c1)C(F)(F)F (centres undefined)	-1	-4%	15%	44	3%	2%	5	-2%	-6%
c1cc(OCCN2CC2)ccn1	14	6%	0%	15	8%	0%	-7	-6%	-13%
COc1ccc(C2C=C(C)Oc3c2c(=O)oc2ccccc32)cc1OC (centres undefined)	7	.	14%	2	-20%	-1%	5	-15%	-5%
CCCCOP(=O)(CN1CCOCC1)OCCCC	12	-3%[9.22 µM]	7%	2	28%	8%	6	2%	11%
Cc1cc(OCC(=O)N2CCC(C(=O)O)CC2)c2c3c(c(=O)oc2c1)CCC3	13	3%	-4%	-13	2%	0%	-21	7%	6%
CC(C)n1cc(C(=O)N(CC(=O)NC2CCCC2)Cc2ccccc2)cn1	11	6%	-11%	9	13µM*	4%	-1	5%	1%
CN(C)C1(c2nnnn2CCOC(=O)Nc2ccc(Cl)cc2)CCCCC1	-29	2%	2%	10	?	?	0	-11%	-24%
Cc1nc2ccc(Cl)cc2c(=O)n1-c1ccc([N+](=O)[O-])cc1	21	-5%	11%	6	0%	17%	-2	2%	-8%
O=C(O)Cn1cc(C(=O)c2ccccc2F)c2ccccc21	0	-10%	-4%	13	?	14%	3	5%	1%
COc1ccc2nc(-c3ccc(CN4CCC(n5c(=O)[nH]c6ccccc65)CC4)cc3)c(-c3ccccc3)nc2c1	-61*	.	-5%	-53*	?	?	-14	?	?
CC1=Nc2ccccc2/C1=C/c1c(O)n(C)c(=O)[nH]c1=O	-103*	-2%	-14%	16	0%	15%	6	-4%	3%
COC(=O)CSC1=NN1c1cc(C)nc(N)n1	-5	7%	0%	18	?	?	5	-5%	1%
N#Cc1cc2c(nc1SCC(=O)Nc1ccc(Cl)cc1)C1CCN2CC1	-19	?	29%	14	2.9µM*	?	10	?	?
Cc1cc(/C=C2/C(=O)NC(=O)N(Cc3ccco3)C2=O)c(C)n1-c1ccccc1O	-1	-9%	-1%	-21	2%	5%	5	-4%	0%
O=C(COc1ccccc1)N1CCN(CCN2C(=O)c3cccc4cccc(c34)C2=O)CC1	0	-1%	2%	-3	?	-5%	-5	22%	-8%
CC(C)CN(CC(C)C)c1ccc(C=C2C(=O)NC(=S)NC2=O)cc1[N+](=O)[O-]	-12	8%	-27%	6	?	-5%	-5	-2%	-9%
C[C@]12CC[C@@H](O)CC1=CCC1C2CC[C@@]2(C)C1CC[C@@H]2N (some centres undefined)	12	?	8%	1	16%	-8%	13	7%	14%
CCCCCCCC(=O)OCC(COC(=O)CCCCCCC)OC(=O)CCCCCCC	4	-120%&1%[inhibitor]	-1%&-4%	5	6%	0%	-3&-11	-1%	10%
COc1cccc(C2CC3C(=O)C=CC2N3Cc2ccccc2)c1 (centres undefined)	?	?	10%	-20	?	?	-10	-23%	-26%
C=CCN1C(=O)/C(=C/c2cc(C)n(-c3cccnc3)c2C)C(=O)NC1=S	-14	-1%	0%	-11	?	-28%	-17	6%	6%
CCOc1ccccc1NC(=O)c1cccn(Cc2ccccc2C)c1=O	.	.	-5%	.	?	-2%	4	.	.
CCNC(=O)NC(=O)C(C)OC(=O)c1c(C)nn(Cc2ccccc2)c1Cl (centres undefined)	11	1%	5%	40	-17%	1%	5	-1%	2%
COc1ccc(C2(c3cccc(O)c3OC)CCN(C(C)=O)CC2)cc1O	.	-1%	6%	.	?	11%	.	.	.
COc1cc(-c2ccc(=O)[nH]n2)ccc1OC(F)F	-11	-3%&-10%	?	-2	0.052µM*	0.46µM*	4&-10	25%	-9%
CC1=C(C(=O)O)N2C(=O)C(NC(=O)CCCC(=O)O)C2SC1 (centres undefined)	-25	-25%	-1%	10	-2%	0%	4	10%	11%
COCCNC(=O)Cn1cc(C=C2C(=O)NC(=O)NC2=O)c2ccccc21	3	-3%	-1%	1	6%	-3%	-25	-1%	-5%
COC(=O)C1=C(c2ccc(C(C)=O)cc2)C[C@@H]2CC[C@H]1N2C(=O)NC1Cc2ccccc2C1	12	2%	0%	-20	-1%	-5%	-5	13%	10%
COc1ccccc1OCC(=O)Nc1ccc(Cl)cc1C(=O)c1ccccc1	14	-1%	15%	12	-2%	-5%	6	6%	-15%
Cc1ccc(-c2cc(-c3ccc(C)cc3)[n+](-c3ccc(C(=O)O)cc3)c(-c3ccc(C)cc3)c2)cc1	-9	1%	-1%	-22	0%	-19%	-9	?	-9%

Continued.
SMILES	IL-1B inflam inh	SW480 rereplic	GLP1R ag	D3 antag	KB-V1 cytotox	KB-3-1 tox	DRD3 agonist	HT1080-NT tox	HT1080 IDH1KD tx
Clc1cc(Cl)c(-c2cc(Cl)c(Cl)cc2Cl)cc1Cl	16	?	-1%	6	11%	0%	5	-18%	2%
O=P1(N(CCCl)CCCl)NCCCO1 (centres undefined)	-2	-103%[inhibitor]	10%&-4%	7	6%	0%	7&-15	13%	6%
Cc1c(C(=O)O)cc(-c2ccccc2)n1Cc1ccccc1	0	-3%	0%	7	8%	-2%	11	-10%	-9%
C[C@]12C[C@H](O)[C@@H](O)CC1=CCC1C2CC[C@@]2(C)C1CC[C@@H]2O (some centres undefined)	9	-10%	3%	-4	?	-26%	-5	12%	13%
Cc1cc(C)c(C)c(/C=C(/C#N)C(N)=S)c1C	6	?	3%	-15	2%	3%	-7	?	?
Cc1ccccc1Cn1cccc(C(=O)Nc2nc3ccccc3s2)c1=O	.	.	-1%	.	0%	0%	-1	.	.
CCCCSP1(=S)NCCCO1 (centres undefined)	-4	-2%	-6%	18	10%	14%	1	2%	0%
Cn1c(O)c(C=Nc2ccc3c(c2)CCC3)c(=O)n(C)c1=O	-5	12%	-13%	-17	?	10%	0	16%	10%
O=C(N/N=C\C1C(=O)NC(=S)N(c2ccccc2)C1=O)c1ccc(O)cc1 (centres undefined)	11	1%	4%	-4	7%	1%	5	8%	21%
COCCO[C@H]1CC[C@@]2(C)C(=CCC3C2CC[C@@]2(C)C3CC[C@]2(C)O)C1 (some centres undefined)	-72*	?	11%	36	?	-28%	5	-7%	-4%
C[C@]12CCC3C(CC[C@H]4C[C@@H](O)CC[C@]34C)C1[C@H]1CN=N[C@H]1[C@@H]2O (some centres undefined)	16	-22%	4%	10	-1%	19%	0	-21%	-6%
O=c1[nH]c(=S)[nH]c(O)c1CN1CCCCC1	2	-131%[inhibitor]	-1%	-14	-3%	-4%	-4	2%	7%
COc1cccc(C(c2nnnn2C2CCCC2)N2CCC3(CC2)C(=O)NCN3c2ccccc2)c1OC (centres undefined)	?	.	17%	10	0%	0%	0	?	?

High-throughput results as filed in PubChem BioAssay.

This is a subset; the hit share may differ from the screen's.
